# Screening data (PubChem BioAssay)
# RAD54 branch – blocks human RAD54 Holliday junction branch migration; Q92698; FAM/BHQ fluorescence; inhibition, % at 10.4 µM; 0.14% of 360,000 active; AID 602329;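 active means mean normalized replicate activity at least 40 and at least half of replicates scoring 40 or more; inconclusive means only one of the two criteria met; inactive means mean below 40 and under half of replicates reaching 40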;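 further: 0% = median of neutral control wells and 100% = median of positive control wells; inhibitors cause a drop in the FAM fluorescence signal; in these data hits start at about 50%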
# esBAF inh – SWI/SNF esBAF complex inhibition; reporter increase, % at 12.5 µM; mouse ES cells, Bmi1-luciferase knock-in reporter, 24 h; 100% = twice the neutral-well signal; 2% of 350,000 active; AID 602393; in the data active means activation above about 40%; inconclusive means no clear call, values can overlap the other calls;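 further: 0% = median of the plate's neutral control wells and 100% = double that signal; a rise in the Bmi1 reporter signal indicates esBAF inhibition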
# RAD52 anneal inh – inhibitors of human RAD52 DNA annealing; P43351; recombinant RAD52 DNA annealing, FRET fluorescence; inhibition, % at 18.7 µM; 0.46% of 360,000 active; AID 651710;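 active means every replicate showing at least 50% inhibition; inconclusive means mean inhibition at least 50% but not in every replicate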
# ERp5 inh – ERp5 (human) disulfide isomerase inhibition; ERp5 insulin aggregation, absorbance 650 nm, 90 min; 0.05% of 350,000 active; inhibition, % at 9.99 µM;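 active means mean replicate inhibition above about 25%, with every replicate also reaching it, limit read from the data, passing the limit was not always enough; inconclusive means only one of those two criteria met; inactive means neither criterion met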
# Target sequence (Q15084 whole entry, looked up): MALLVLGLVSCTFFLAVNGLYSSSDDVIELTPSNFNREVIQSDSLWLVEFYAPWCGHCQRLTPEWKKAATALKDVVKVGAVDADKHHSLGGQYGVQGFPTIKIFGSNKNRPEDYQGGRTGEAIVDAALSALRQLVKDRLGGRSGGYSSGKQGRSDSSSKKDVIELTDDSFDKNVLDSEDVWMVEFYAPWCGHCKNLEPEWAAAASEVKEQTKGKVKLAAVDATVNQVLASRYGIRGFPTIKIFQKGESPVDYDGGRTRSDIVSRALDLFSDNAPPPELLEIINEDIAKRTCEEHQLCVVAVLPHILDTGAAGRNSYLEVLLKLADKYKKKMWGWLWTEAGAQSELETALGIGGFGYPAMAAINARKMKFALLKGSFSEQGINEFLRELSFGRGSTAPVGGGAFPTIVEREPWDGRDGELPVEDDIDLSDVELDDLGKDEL
# ARNT TACC3 PPI – ARNT/TACC3 interaction disruption; Q9Y6A5; AlphaScreen His-ARNT PAS-B/GST-TACC3 binding, luminescence; TACC3 fragment carries E629A point mutation; inhibition, % at 9.99 µM; 0.66% of 390,000 active; AID 623870;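 active means mean inhibition of replicates at least 50% and at least half of replicates each reaching 50%; inconclusive means half or more replicates reach 50% but mean below 50%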;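 further: 0% = complete ARNT plus TACC3 wells and 100% = ARNT alone without TACC3; many hits fall short of the cut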
# PglD DTNB – PglD (C. jejuni) enzyme inhibition | purified PglD enzyme, DTNB colorimetric CoA detection | inhibition, % at 12.5 µM | 0.098% of 360,000 active | AID 602405; in the data active means inhibition above about 16%, passing the limit was not always enough; inconclusive means no clear call, values can overlap the other calls; further: strong numbers were not always called active
# E-selectin induc – E-selectin induction on HUVECs; 0.37% of 260,000 active; P16581; AID 686992; HUVEC E-selectin immunofluorescence imaging; normalized: neutral wells 0, TNF-alpha wells 100; activation, % at 7.58 µM;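 active means mean E-selectin-positive cell signal at least 10% of the positive control, reached in at least 60% of replicates, without over 20% cell loss; inconclusive means no rule given, readout overlaps actives, possibly toxicity-flagged; inactive means the rest, including those meeting only one limit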;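 further: in these data hits start at about 27%; measured in HUVEC primary endothelial cells; signal is the percent of cells scored E-selectin positive by PE staining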
# Target sequence (P16581 whole entry, looked up): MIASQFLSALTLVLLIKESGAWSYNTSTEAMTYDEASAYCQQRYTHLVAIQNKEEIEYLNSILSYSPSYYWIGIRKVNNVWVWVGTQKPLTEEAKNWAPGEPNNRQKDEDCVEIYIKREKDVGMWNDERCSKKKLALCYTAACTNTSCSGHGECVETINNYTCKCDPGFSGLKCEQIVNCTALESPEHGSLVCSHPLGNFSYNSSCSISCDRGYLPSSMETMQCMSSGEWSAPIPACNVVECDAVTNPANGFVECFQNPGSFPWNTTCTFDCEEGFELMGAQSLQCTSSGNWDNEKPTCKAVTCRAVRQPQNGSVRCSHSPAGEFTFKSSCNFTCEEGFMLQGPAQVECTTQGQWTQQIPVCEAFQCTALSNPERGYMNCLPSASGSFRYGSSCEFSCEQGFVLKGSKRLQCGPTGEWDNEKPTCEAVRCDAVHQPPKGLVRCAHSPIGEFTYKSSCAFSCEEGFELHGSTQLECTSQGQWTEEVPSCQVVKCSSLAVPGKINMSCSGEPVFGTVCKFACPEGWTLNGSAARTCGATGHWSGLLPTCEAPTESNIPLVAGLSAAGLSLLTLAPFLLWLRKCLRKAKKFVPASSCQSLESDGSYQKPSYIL
#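 Read-out basis: % PE-positive cells; Test system: HUVEC primary endothelial cells; Technique: immunofluorescence imaging; Dosing: single-point compound dose.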
# CASP6 VEID inh – blocks human caspase-6 cleavage activity. P55212. purified caspase-6, Z-VEID-R110 cleavage fluorescence. inhibition, % at 12.5 µM. 0.53% of 350,000 active;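 active means mean inhibition across replicates at least about 35%, with every replicate also reaching that limit, limit read from the data; inconclusive means only one of the two criteria met; inactive means neither criterion met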;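 further: 0% = median of neutral control wells and 100% = no fluorescence left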
# * = called active by the depositor; ? = inconclusive; · = not tested or not shown.
# Results follow in this order: RAD54 branch, esBAF inh, RAD52 anneal inh, ERp5 inh, ARNT TACC3 PPI, PglD DTNB, E-selectin induc, CASP6 VEID inh
C/C(=N/NC(=O)CNC(=O)c1ccccn1)c1cccc([N+](=O)[O-])c1
 : -3, 0, -10, -5, -1, 1, 2.4, 4
COc1ccc(S(=O)(=O)N[C@H]2C=C[C@@H](CC(=O)N3CCN(c4ccccc4)CC3)O[C@H]2CO)cc1
 : 0, 5, -16, 5, -3, 0, -1.5, 5
Cc1sc(NC(=O)CN2CCOCC2)nc1-c1ccc2c(c1)CCN2S(=O)(=O)c1ccccc1
 : -4, -6, -27, -2, 3, -5, ·, 2
O=C(O)C1CC=CCC1C(=O)Nc1ccc(S(=O)(=O)N2CCCc3ccccc32)cc1 (centres undefined)
 : -7, 0, ·, ·, -3, 8, ·, ·
O=C1CC2(CCN(C(=O)c3cccc(Cl)c3)CC2)Oc2ccccc21
 : 2, 3, -1, 6, 1, -7, -2.8, 0
O=C(Nc1ccc(Cl)c(Cl)c1)c1ccncc1
 : 2, 65*, ·, ·, 0, -1, ·, ·
Cc1cc(C)nc(S/C=C/C(=O)c2ccccc2F)n1
 : ·, ·, -10, 2, 0, ·, ·, -7
N#Cc1c(NC(=O)CSc2nnnn2C2CCCC2)sc2c1CCCC2
 : -3, -10, ·, ·, -4, 2, ·, ·
COc1ccc(CCNS(=O)(=O)c2ccccc2[N+](=O)[O-])cc1OC
 : -7, -11, -6, 1, -9, 2, ·, -4
CCS(=O)(=O)N1CC2(C1)[C@H](c1ccccc1)[C@@H](CO)N2CCC(F)(F)F
 : ·, ·, -13, 1, ·, ·, 0.2, 0
C=CCN(C(=O)CSc1nc2c(sc3ccccc32)c(=O)n1CCN(CC)CC)c1ccccc1
 : 4, ·, 49, 2, 3, 5, -0.2, 9
O=C(C[C@@H]1C=C[C@@H](NC(=O)Cc2ccccn2)[C@H](CO)O1)NCCc1ccccc1
 : -6, 2, -2, ·, -3, -1, -0.1, -3
CN(C)S(=O)(=O)c1ccc2c(c1)nc(CCC(=O)NCCc1ccc(Cl)cc1)n2C
 : 1, 6, -10, 2, -4, 0, 0.3, 1
O=c1c2c([nH]c3ccccc13)CCCC2
 : 0, -5, ·, ·, -3, 1, ·, ·
O=C(Nc1cccc(Cl)c1)N1C[C@@H]2[C@H](c3ccccc31)[C@@H](CO)N2Cc1cccnc1
 : -5, 2, -13, 9, 10, 2, 0.4, 1
O=C(CNC(=O)c1cccc(F)c1)N/N=C/c1cccs1
 : -1, 3, -13, -1, -4, 4, 0.0, 12
O=C1c2cccc(OCc3ccc(F)cc3)c2CCN1Cc1ccccc1
 : 3, ·, ·, ·, -20, -5, -0.1, ·
O=C(Nc1ccccn1)c1cc(-n2cnnc2)ccc1Cl
 : 0, 3, ·, ·, 3, -3, ·, ·
Cc1ccc(S(=O)(=O)N(C)C[C@H]2Oc3ccc(NC(=O)Cc4ccccc4)cc3CC(=O)N([C@@H](C)CO)C[C@@H]2C)cc1
 : 5, 3, 6, -1, ·, -75, 2.8, 0
O=C(CSc1ccc2nnc(-c3ccccc3)n2n1)NCc1ccco1
 : 2, -7, ·, ·, 1, -2, ·, ·
O=C(O)c1ccc(Cn2ccc3ccccc32)o1
 : -14, 4, -36, -1, 5, -2, -0.2, 24
CNC(=O)c1ccsc1NC(=O)c1ccc2c(c1)CCCC2
 : -2, 56*, -28, -5, -1, -4, 1.3, -1
Cc1ccc(NC(=O)CN(C)C(=O)COc2cc(F)ccc2[N+](=O)[O-])cc1
 : -7, ·, -4, 1, -5, 2, -0.3, 1
O=C(CCN1C(=O)/C(=C\c2cccc(Br)c2)SC1=S)NCCCN1CCOCC1
 : -8, 2, -16, ?, -6, 2, -0.2, -8
CCN(CC)c1ccc(/C=N/NC(=O)c2ccco2)c(O)c1
 : ·, ·, -27, 0, 74*, ·, ·, -1
COc1ccc(C(=O)O)cc1S(=O)(=O)NC1CCN(Cc2ccccc2)CC1
 : -3, ·, -10, -5, -3, -1, 0.4, -2
O=C(O)c1ccc(/C=N/NC(=O)c2cc3ccccc3cc2O)cc1
 : 0, 4, -21, -5, 8, 2, -1.1, 14
CC(=O)N1[C@@H]2Cn3c(ccc(-c4ccccc4F)c3=O)[C@H]1[C@@H](C(=O)N1CCOCC1)[C@@H]2CO
 : -9, 2, -7, 0, -7, -1, -0.1, 0
COc1ccc(-c2ocnc2C(=O)N2CCN(Cc3cccnc3)CC2)cc1
 : ·, ·, -4, -1, -2, ·, 1.9, -1
CC(C)NC(=O)Nc1ccc2c(c1)C(=O)N([C@@H](C)CO)C[C@@H](C)[C@@H](CN(C)C(=O)Nc1cccc3ccccc13)OCCCC[C@@H](C)O2
 : 5, -3, -8, -1, 29, -2, 0.3, 0
C=CCn1c(C)nnc1SCC(=O)N1CCN(S(=O)(=O)c2ccccc2)CC1
 : 0, -10, -2, 3, -8, -8, -0.2, -3
C[C@@H]1CCCCO[C@@H](CN(C)S(=O)(=O)c2ccccc2)[C@@H](C)CN([C@@H](C)CO)C(=O)c2cc(NC(=O)Nc3ccc(C(F)(F)F)cc3)ccc2O1
 : 2, 0, 5, 0, -1, -4, -0.1, 0
COc1ccc(CCNC(=O)CCS(=O)(=O)c2ccc3c(c2)oc(=O)n3C)cc1OC
 : 1, 4, -4, -2, -5, -2, ·, 5
CN1C(=O)c2cc(NC(=O)C3CC3)ccc2OC[C@@H]2O[C@@H](CC(=O)NCC3CCCCC3)CC[C@@H]21
 : -17, -3, -5, -3, -3, -2, -0.1, -1
CC(C)(C)NC(=O)CN(CCc1ccccc1)C(=O)c1csnn1
 : ·, 3, -6, 5, -3, ·, 0.0, -4
CC1(C(=O)Nc2cccc(OC(F)(F)F)c2)Cc2c(-c3cccc(C(F)(F)F)c3)ccnc2O1 (centres undefined)
 : -11, -6, -3, -1, ·, -16, 1.4, -1
CC(=O)Nc1ccc(SCC(=O)c2cc(C)n(CC(F)(F)F)c2C)cc1
 : 0, 27, ·, ·, 2, 7, ·, ·
Cc1cc(C(F)(F)F)nc(NNc2nc(C)cc(C(F)(F)F)n2)n1
 : -4, ·, -18, -4, ·, 7, 6.4, 2
CO[C@@H]1CN(C)C(=O)c2cc(NC(C)=O)ccc2OC[C@@H](C)N(C(=O)CC2CC2)C[C@H]1C
 : 2, 4, ·, 0, 1, -2, ·, 1
COCC#Cc1cnc2c(c1)C(=O)N([C@@H](C)CO)C[C@@H](C)[C@@H](CN(C)C(=O)Cc1cccnc1)O2
 : ·, ·, 1, 2, ·, ·, 0.0, -5

# In the list so far, 5 have an aryl methoxy group:
# Results follow in this order: RAD54 branch, esBAF inh, RAD52 anneal inh, ERp5 inh, ARNT TACC3 PPI, PglD DTNB, E-selectin induc, CASP6 VEID inh
COc1ccc(S(=O)(=O)N[C@H]2C=C[C@@H](CC(=O)N3CCN(c4ccccc4)CC3)O[C@H]2CO)cc1
 : 0, 5, -16, 5, -3, 0, -1.5, 5
COc1ccc(CCNS(=O)(=O)c2ccccc2[N+](=O)[O-])cc1OC
 : -7, -11, -6, 1, -9, 2, ·, -4
COc1ccc(C(=O)O)cc1S(=O)(=O)NC1CCN(Cc2ccccc2)CC1
 : -3, ·, -10, -5, -3, -1, 0.4, -2
COc1ccc(-c2ocnc2C(=O)N2CCN(Cc3cccnc3)CC2)cc1
 : ·, ·, -4, -1, -2, ·, 1.9, -1
COc1ccc(CCNC(=O)CCS(=O)(=O)c2ccc3c(c2)oc(=O)n3C)cc1OC
 : 1, 4, -4, -2, -5, -2, ·, 5

# Next part
# Results follow in this order: RAD54 branch, esBAF inh, RAD52 anneal inh, ERp5 inh, ARNT TACC3 PPI, PglD DTNB, E-selectin induc, CASP6 VEID inh
Cc1cccc(C)c1NC(=O)C1(C)CN(S(C)(=O)=O)CC(=O)N1Cc1ccc2c(c1)OCO2 (centres undefined)
 : ·, ·, -12, 1, ·, ·, -0.1, 1
C[C@H](NC(=O)c1nc[nH]c1C(=O)N1CCN(c2ccccc2)CC1)C(=O)OCc1ccccc1
 : -2, -1, -7, 5, 2, -5, ·, 0
C[C@@H]1CCCCO[C@H](CN(C)Cc2ccc(C(F)(F)F)cc2)[C@H](C)CN([C@H](C)CO)C(=O)c2cc(NS(=O)(=O)c3cn(C)cn3)ccc2O1
 : -3, -5, 11, -9, -1, -2, 0.4, 3
NC(CSC1(c2ccc(F)cc2)c2ccccc2-c2ccccc21)C(=O)O (centres undefined)
 : ·, ·, -150, -1, ·, ·, 3.2, -1
C[C@@H]1CC[C@]2(O[C@@H](CCO)C[C@@H](O)[C@@H]2O)O1
 : 6, 4, 3, 1, -13, 2, -0.1, 0
Cc1noc(C)c1NC(=O)N(C)C[C@H]1Oc2ncc(C#CCC(C)C)cc2C(=O)N([C@H](C)CO)C[C@@H]1C
 : 3, -4, 5, -6, 1, -3, 0.8, 3
CCc1nc(N2CCN(C(C)=O)CC2)c(C#N)c2c1COC(C)(C)C2
 : ·, ·, -11, -7, -6, ·, 3.1, 1
CNC[C@@H]1OCCCC[C@H](C)Oc2ccc(NC(=O)c3ccccc3)cc2C(=O)N([C@H](C)CO)C[C@H]1C
 : -5, -5, -95, 0, 11, 0, 0.1, 1
O=C(Nc1cc(C(F)(F)F)ccc1N1CCOCC1)c1cccnc1
 : 8, -4, ·, ·, -18, 2, ·, ·
COc1ccccc1C(=O)COC(=O)CCN=C1NS(=O)(=O)c2ccccc21
 : 2, ·, -6, -7, 2, -6, ·, 1
O=C(NNC(=O)c1ccc(F)cc1F)c1ccc2c(c1)OCO2
 : ·, ·, -14, 6, 5, ·, ·, -2
COc1ccc(N2CC(C)Cn3c2nc2c3c(=O)n(Cc3ccc(C)cc3)c(=O)n2C)c(OC)c1 (centres undefined)
 : 6, -6, -15, -5, -7, 3, 0.4, -1
Cc1cccc(C)c1NC(=O)CSCC(=O)O
 : -5, -3, ·, ·, -15, -3, ·, ·
CCCCOC(=O)C1CCCC(C)N1 (centres undefined)
 : -2, 2, -23, 12, -6, 5, ·, -1
C[C@H]1CN([C@@H](C)CO)C(=O)Cc2cc(NC(=O)Nc3cccc4ccccc34)ccc2O[C@@H]1CN(C)Cc1ccc(Oc2ccccc2)cc1
 : 8, -7, 2, -4, 61*, -3, ·, -1
COCC(C)Nc1nc(C)c(C(C)=O)s1 (centres undefined)
 : ·, ·, -2, -3, -5, ·, ·, -1
COc1ccccc1Nc1nc2c(C)cccc2cc1C#N
 : -3, 1, ·, ·, -4, 0, ·, ·
O=C(Nc1nnc([C@@H]2C[C@H](O)[C@@H](CO)O2)s1)c1cccc(C(F)(F)F)c1
 : 5, -6, -3, 1, ·, -3, 1.0, 11
COc1cc(/C=C/C(=O)OCC(=O)NC(=O)NCc2ccccc2)ccc1OCC#N
 : ·, ·, -6, 3, -1, ·, 3.2, 0
Cc1cc(OC(=O)c2cc(C(F)(F)F)cc(C(F)(F)F)c2)c([N+](=O)[O-])c(=O)[nH]1
 : -17, 0, -8, -4, -7, -6, -0.2, 2
CC(C)NC(=O)N(C)C[C@H]1Oc2ccc(NC(=O)Nc3ccc4c(c3)OCO4)cc2C(=O)N([C@@H](C)CO)C[C@@H]1C
 : -8, -1, -3, -5, -10, -2, -3.0, 0
C[C@H](CO)N1C[C@H](C)[C@@H](CN(C)Cc2ccccc2)Oc2ncc(Br)cc2C1=O
 : 0, -4, 1, -7, 3, -2, -0.2, 2
CC1Nc2ncnc(N3CCc4ccccc4C3)c2N(Cc2ccc(Cl)cc2)C1=O (centres undefined)
 : 0, 14, -103, -1, ·, -4, ·, 1

# Rows were taken by chance; overall some 3.2% were active at least once.
